SENP6 inh: inhibitors of human SENP6 protease; Q9GZR1; Recombinant SENP6 catalytic domain, aminoluciferin luminescence; inhibition, % at 10 µM; hit rate 1.8% among 330,000;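 active = inhibition above about 50% at the single tested dose, limit read from the data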;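 also: plate controls were DMSO wells with enzyme for no effect and DMSO wells lacking enzyme for full effect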
ATG4B inh: inhibitors of human ATG4B cysteine protease; Q9Y4P1; ATG4B cleavage of LC3-PLA2, NBD-HPC fluorescence, 1 h; inhibition, % at 8.33 µM; hit rate 0.51% among 340,000; AID 504462; in the data active = inhibition above about 40%
Target sequence (Q9Y4P1 whole entry, looked up): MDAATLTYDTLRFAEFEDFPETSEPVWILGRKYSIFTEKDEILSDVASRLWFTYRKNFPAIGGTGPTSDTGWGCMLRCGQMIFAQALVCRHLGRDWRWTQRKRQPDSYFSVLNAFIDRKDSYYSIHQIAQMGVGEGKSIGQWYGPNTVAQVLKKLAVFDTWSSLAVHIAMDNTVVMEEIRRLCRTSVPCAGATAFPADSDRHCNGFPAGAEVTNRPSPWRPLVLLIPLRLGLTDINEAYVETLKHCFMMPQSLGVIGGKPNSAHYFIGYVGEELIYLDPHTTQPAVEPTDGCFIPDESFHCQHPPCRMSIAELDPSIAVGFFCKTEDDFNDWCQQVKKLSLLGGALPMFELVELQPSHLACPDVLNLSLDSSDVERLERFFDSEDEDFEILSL
PfG6PD inh: PfG6PD (Plasmodium falciparum) enzyme inhibition; PfGluPho enzyme, NADPH resazurin-diaphorase fluorescence; inhibition, % at 20 µM; hit rate 0.78% among 350,000; AID 504690;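 active = inhibition reaching at least a set limit at 20 µM in the primary screen, cut at about 59% in these data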;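 also: 0% = DMSO wells with substrate and 100% = DMSO wells lacking glucose-6-phosphate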
SENP1 inh: blocks the human SENP1 SUMO protease catalytic domain; Q9P0U3; recombinant SENP1 catalytic domain, CyPet-SUMO1-YPet FRET cleavage; inhibition, % at 10 µM; hit rate 0.21% among 360,000; AID 624204;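 active = inhibition at least 30% at 10 µM, raw YFP signal under a set limit, fluorescence ratio 0.5 to 1.5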;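 also: 0% = enzyme with DMSO and 100% = no enzyme wells; some results filed as inactive read as strong as hits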
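Material: hSENP1 catalytic domain, recombinant; medium: Tris pH 8 with BME, BSA, NP40 and catalase; compound: single concentration of 10 µM compound, 0.5% DMSO final; technique: FRET read of cyan and yellow fluorescence; timing: 50 min enzyme reaction, room temperature, light-protected; reagent: SFCypet-SUMO1-SFYpet substrate at 25 nM; control set: no-enzyme low, enzyme-DMSO high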
MPTP block: permeability transition pore inhibition | AID 602449 | hit rate 1.4% among 360,000 | inhibition, % at 10 µM | isolated mouse mitochondria, Ca2+ swelling absorbance, 30 min;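 active = inhibition of 50% or more, scaled per plate between neutral and stimulator controls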;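 also: 0% = DMSO wells given calcium and 100% = 1 mM EGTA wells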
hIAP activ: increases human intestinal alkaline phosphatase activity; purified human IAP, CDP-Star luminescence, 30 min; active compounds read high; 1 = vehicle-only enzyme, 0 = enzyme-free background; activation factor at 10 µM; hit rate 0.16% among 330,000; AID 2524;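 active = activation factor of the enzyme at least 2-fold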; also: the source names both 10 and 20 µM as test concentration; values of inactives mirror those of a sister screen read the other way
Target sequence (P09923 whole entry, looked up): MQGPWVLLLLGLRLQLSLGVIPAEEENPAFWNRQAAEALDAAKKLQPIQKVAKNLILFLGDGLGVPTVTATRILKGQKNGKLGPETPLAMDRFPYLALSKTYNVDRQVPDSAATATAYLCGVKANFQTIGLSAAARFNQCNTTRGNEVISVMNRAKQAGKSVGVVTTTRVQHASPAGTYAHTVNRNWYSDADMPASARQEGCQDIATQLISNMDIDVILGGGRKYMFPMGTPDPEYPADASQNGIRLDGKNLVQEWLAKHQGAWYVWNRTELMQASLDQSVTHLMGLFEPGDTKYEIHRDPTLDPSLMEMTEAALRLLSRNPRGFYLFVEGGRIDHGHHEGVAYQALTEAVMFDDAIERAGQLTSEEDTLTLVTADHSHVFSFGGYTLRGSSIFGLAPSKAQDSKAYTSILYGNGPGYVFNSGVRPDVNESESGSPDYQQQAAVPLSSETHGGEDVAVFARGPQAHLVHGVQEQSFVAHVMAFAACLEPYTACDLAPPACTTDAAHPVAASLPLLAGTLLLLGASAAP
SENP8 inh: inhibitors of human SENP8 protease. Q96LD8. recombinant SENP8, Nedd8 substrate fluorescence. inhibition, % at 20 µM. hit rate 0.64% among 360,000. AID 602440; in the data active = inhibition mostly above about 40%, no sharp cut-off; inactive = mostly below about 27%
NR3A LBD binder: NR3A (human) ligand-binding domain modulation; NR3A LBD differential scanning fluorimetry, Tm shift; 0% = protein alone, 100% = glycine-bound protein; Tm shift relative to glycine control, % at 25 µM; hit rate 2.5% among 340,000;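 active = melting temperature shift of at least 10% of the positive control shift, at one fixed dose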
An asterisk follows results filed as active; . = no result given.

Preview (three entries):
Every second line gives: SENP6 inh, NR3A LBD binder, hIAP activ, SENP8 inh, SENP1 inh, ATG4B inh, MPTP block, PfG6PD inh
Cc1ccc2c(c1)N(CC(=O)N1CCCC1)C(=O)C(C)O2 (stereo not drawn)
  -20, -1, 0.93, 18, 7, 1, 0.5, 5
COCCN(Cc1cc2cc3c(cc2nc1Cl)OCO3)C(=O)c1ccc(C)cc1
  20, -1, 1.1, 6, 2, 3, 17, -8
Cn1c(C(=O)NCCN2CCN(c3ccccc3F)CC2)cc2c(=O)n(C)c3ccccc3c21
  12, 0, 0.84, -10, 3, -3, -0.4, 26

The listing, previewed entries included:
Every second line gives: SENP6 inh, NR3A LBD binder, hIAP activ, SENP8 inh, SENP1 inh, ATG4B inh, MPTP block, PfG6PD inh
Cc1ccc2c(c1)N(CC(=O)N1CCCC1)C(=O)C(C)O2 (stereo not drawn)
  -20, -1, 0.93, 18, 7, 1, 0.5, 5
COCCN(Cc1cc2cc3c(cc2nc1Cl)OCO3)C(=O)c1ccc(C)cc1
  20, -1, 1.1, 6, 2, 3, 17, -8
Cn1c(C(=O)NCCN2CCN(c3ccccc3F)CC2)cc2c(=O)n(C)c3ccccc3c21
  12, 0, 0.84, -10, 3, -3, -0.4, 26
CCN1CCN(C(=O)C2CCC(CNS(=O)(=O)c3ccccc3)CC2)CC1 (stereo not drawn)
  -11, 0, 0.99, 2, 2, -6, 0.3, -1
Cc1cnc(C)c(N2CCN(C(=O)C3CCC(=O)N(CCc4cccc(F)c4)C3)CC2)n1 (stereo not drawn)
  5, 0, 1.3, -62, 1, 0, -1.2, 1
Cc1ccc(NC(=O)Cc2noc3ccccc23)nc1
  14, -4, 1.2, 17, 2, 0, -2.8, -6
CCCCC(=O)Nc1nnc(CCOC)s1
  -12, 0, 1.5, -3, 1, 4, 0.5, -15
CCCc1c(C(=O)N/N=C/c2ccco2)nnn1-c1nonc1N
  -16, -11, 1.1, -1, -1, 0, 0.1, -14
CCn1c(=O)n(CC)c2cc(N)ccc21
  -5, 1, 0.97, -40, -70, -11, -5.5, 18
Cc1cc(N/N=C/c2ccc3c(c2)OCO3)nc2ccccc12
  59*, -17, 0.79, -425, -1, -28, -0.4, 46
COc1ccccc1N1CCN(C2CCCN(Cc3ccccc3OCCO)C2)CC1 (stereo not drawn)
  16, 0, 1.3, 18, 1, -2, 2.6, 8
O=C(C1=C[C@@H](c2coc3ccccc3c2=O)C[C@@H](OCc2ccc(CO)cc2)O1)N1CCN(Cc2ccccc2)CC1
  ., -2, ., 14, 2, -2, 0.4, 0
Clc1ccc(-c2c(C3=NCCCN3)nnn2-c2ccc(Cl)cc2)cc1
  ., 4, ., 30, -1, -1, -0.8, -7
O=C(COc1ccc(F)cc1Br)N1CCN(S(=O)(=O)/C=C/c2ccccc2)CC1
  -14, 1, 0.86, 26, 0, -8, 0.5, 15
CC(C)[C@H](NC(=O)NCCC1=CCCCC1)C(=O)O
  -16, -4, 1.2, 15, 0, 4, 0.2, -11
N#CN=CN1CC=C(c2ccc(Cl)cc2)CC1
  ., ., ., 8, 4, ., -0.5, 3
CC[C@]12C(=O)N(C)C[C@H]([C@@H]3C(=O)N(C)C(=O)[C@@H]31)N2C(=O)c1ccc(Br)cc1
  ., 0, ., -9, 2, -3, 0.0, -9
Cc1cc(C)n(CC(O)Cn2c3ccccc3c3ccccc32)c(=O)n1 (stereo not drawn)
  -10, -1, 0.99, 2, 3, -29, 1.4, 6
CCc1ccc(NC(=O)CCC(=O)Nc2nnc(C(F)(F)F)s2)cc1
  9, -9, 0.84, 13, 2, 5, -1.2, -10
CC(Cl)C(=O)N1c2ccccc2CCc2ccccc21 (stereo not drawn)
  -14, -3, 1.2, 8, 2, -3, -0.7, 10
N#Cc1ccc2ccn(CC(=O)NCc3ccco3)c2c1
  5, 3, 0.93, -246, -13, -9, -2.5, 20
CNC(=S)NCCc1c[nH]c2ccc(OC)cc12
  12, -11, 1, 2, 2, 3, -1.7, 0
O=C(N/N=C/C=C\c1ccco1)c1ccccn1
  -7, -4, 0.95, -82, -2, 0, 2.8, 39
COc1ccc(F)cc1S(=O)(=O)NCC1CCCO1 (stereo not drawn)
  -1, 0, 0.94, 6, 0, -4, -0.4, 9
Cc1nnc(NC(=O)CSC2CCCCC2)s1
  2, -3, 0.96, 7, 2, -5, -1.4, 10
CC1(C)CCCC2=C1CC1C(=O)N(N)C(=O)C1C2 (stereo not drawn)
  -12, 1, 1.1, 15, 0, -4, 2.2, -8
COc1cc(OC)cc(C(=O)NC(c2ccccc2)c2ccccc2)c1
  7, 0, 1.3, 2, 1, -3, 0.3, 1
CCn1c(CCNC(=O)c2ccc(Cl)cc2Cl)n[nH]c1=S
  11, -3, 1.1, 8, 0, 4, -1.4, 26
CCCCCC(=O)N1C[C@@H](n2cc(COC(=O)c3ccccc3)nn2)[C@H](O)C[C@@H]1c1ccccc1
  ., ., ., 14, 0, ., -0.5, -2
COc1ccc(NC(=O)CC2C(=O)N(c3ccc(OC)cc3)C(=O)N2CCN2CCN(C)CC2)cc1 (stereo not drawn)
  0, -3, 1.1, 21, 1, 10, -1.0, -15

Following part:
Every second line gives: SENP6 inh, NR3A LBD binder, hIAP activ, SENP8 inh, SENP1 inh, ATG4B inh, MPTP block, PfG6PD inh
CCOCC(=O)Nc1ccc(S(=O)(=O)NCCc2ccccc2)cc1
  -11, 11*, 1.1, 19, 3, 0, -1.0, 13
CCC(=O)NC(C)C(c1cccs1)N1CCN(c2ccccc2)CC1 (stereo not drawn)
  2, -5, 0.96, 6, 1, -11, 0.9, -2
CCOC(=O)c1sc(N)c(C(=O)OCC)c1C
  -12, -1, 0.99, 18, 1, 1, 1.5, 13
O=c1[nH]c2ccc(S(=O)(=O)N3CCCCC3)cc2[nH]1
  3, -7, 0.87, 27, -2, -9, 0.7, 0
COC(=O)CN(c1cccc(F)c1)S(C)(=O)=O
  -7, -1, 1.2, 17, 1, -5, -2.3, -8
CC(=O)c1sc(NC(=O)C2CCN(C(=O)c3ccccc3C)CC2)nc1-c1ccccc1
  -1, -9, 1, 2, 2, -11, 2.7, 2
CC1CCC(NC(=O)c2cc(Cl)nc3ccccc23)CC1 (stereo not drawn)
  0, 0, 1, 2, 3, -1, 0.5, -3
Cc1onc(-c2c(Cl)cccc2Cl)c1C(=O)NCCN1CCOCC1
  -5, 2, 1.1, 14, -2, 0, -3.2, -8
COc1ccccc1CN1CC(C(=O)NCC2(O)CCCCC2)CCC1=O (stereo not drawn)
  ., ., ., 16, 3, ., -1.2, -18
COc1ccccc1CN(Cc1nc2ccccc2c(=O)[nH]1)S(=O)(=O)c1ccc2ccccc2c1
  10, -5, 0.93, 8, -3, -16, 2.9, 59*
C[C@H](NC(=O)c1[nH]cnc1C(=O)Nc1ccc(Cl)cc1)C(=O)OC(C)(C)C
  2, -1, 1.3, 11, 2, -2, 1.4, 16
COc1ccc(S(=O)(=O)N2CCCCC2)cc1NC(=O)[C@@H]1CCCN1C(=O)c1cccs1
  -19, -2, 0.97, 5, -1, -1, -0.1, -17
COc1cccc(C(C(=O)NC2CCCC2)N(C(=O)c2ccco2)c2cccc(C(C)=O)c2)c1OC (stereo not drawn)
  -28, 0, 1.1, 7, 0, 3, -2.4, -7
OC(C#CCN1CCOCC1)(c1ccccc1)C1CCCCC1 (stereo not drawn)
  -4, 1, 1, 8, 1, -8, -2.4, -1
CCc1ccccc1N(CC(=O)N1CCN(c2ccc(F)cc2)CC1)S(C)(=O)=O
  -22, 1, 1.1, 6, -2, -1, -0.2, 16
CCOC(=O)C1(Cc2ccccc2)CCN(C2Cc3ccccc3C2)CC1
  -2, 0, 0.92, 0, -4, 18, 1.9, 2
O=C1NCCCC1C(=O)N/N=C/c1cccc(O)c1 (stereo not drawn)
  0, 1, 0.95, 11, 0, 11, 0.8, -24
CCc1cccc(C)c1NC(=O)C1CCCO1 (stereo not drawn)
  12, -1, 0.97, 24, -1, -2, 0.2, -22
COc1ccc(S(=O)(=O)NCc2ccc(C(=O)O)cc2)cc1
  -19, -2, 1.1, 0, 1, 5, -2.0, -8
COc1ccc(NC(=O)Cn2cnc3c(cnn3-c3ccc(C)c(C)c3)c2=O)c(OC)c1
  -12, 1, 1.2, 11, -1, 1, -0.7, 1
O=C1CN(C(=O)CNC(=O)c2cccc(Cl)c2)c2ccccc2N1
  -13, -1, 0.93, 6, 1, -1, -0.4, 14
CC(O)[C@H]1CN=C(N)N1CCc1cc(C(F)(F)F)cc(C(F)(F)F)c1 (stereo partly drawn)
  -14, 0, 0.95, 19, 1, -10, 0.2, -3
COc1ccccc1NC(=O)NCCN1C(=O)C2C3C=CC(C3)C2C1=O (stereo not drawn)
  -10, -2, 0.9, 6, 1, 8, -2.7, 5
COc1ccc(F)c(CN(C)CC2CCCN(CCc3ccc(F)cc3)C2)c1 (stereo not drawn)
  22, 1, 1.2, 12, 0, -2, 0.4, -7
COc1ccccc1OC(=O)c1cc(Cl)nc2ccccc12
  -6, -1, 0.91, 9, 2, -4, -1.4, 17
O=C1NC(c2cccs2)Nc2sc3c(c21)CCCC3 (stereo not drawn)
  3, 2, 0.93, -463, -22, 2, 2.7, 24
OC(C#CCN1CCCCC1)(c1ccccc1)c1ccccc1
  4, -1, 1.2, 12, 2, 3, 0.1, -7
CCN(CC)C(=O)c1ccc2nc(-c3ccccc3)c(-c3ccccc3)nc2c1
  -17, -2, 0.86, -293, 0, -22, 0.4, -24
CCN(CC)c1ccc2c(C)c(CO)c(=O)oc2c1
  5, 1, 1.3, -393, -26, 1, -1.2, -7
CCc1nc(SCC(=O)N2CCc3ccccc32)c2oc3ccccc3c2n1
  ., 0, ., 6, 1, 6, 0.8, -5

(more compounds)
Every second line gives: SENP6 inh, NR3A LBD binder, hIAP activ, SENP8 inh, SENP1 inh, ATG4B inh, MPTP block, PfG6PD inh
O=C(N(c1ccccc1)c1ccccc1)n1ccnc1
  5, -1, 1, 5, 4, -9, 1.1, 5
CN(Cc1cc2ccccc2[nH]c1=O)S(C)(=O)=O
  7, 4, 1, -39, 0, -5, -0.2, 3
CC[C@]12c3[nH]c4ccc(OC)cc4c3CCN1C(=O)C(CC(=O)NCc1ccc(OC)c(OC)c1)C[C@@H]2C(=O)N1CCN(C(=O)C2CC2)CC1 (stereo partly drawn)
  ., -1, ., -2, 2, ., -1.0, -2
CN(c1ccccc1)S(=O)(=O)c1cccc(NC(=O)c2ccc(Cl)c([N+](=O)[O-])c2)c1
  -17, 4, 1.1, 8, -1, -4, 95*, 17
Cc1ccc(N(CN2CCCC2=O)C(=O)c2ccc(C)c(C)c2)cc1
  3, -2, 0.8, 10, 1, -3, 0.6, -9
NC(=O)c1ccsc1NC(=O)COC(=O)c1ccccc1F
  25, 1, 1.2, 3, -4, 3, -0.6, -1
Cc1ccccc1NC(=O)Cn1cnc2c1c(=O)n(C)c(=O)n2C
  -2, 2, 1, 8, 0, 3, 0.4, -14

Screening data as filed in PubChem.
